High-throughput results as filed in PubChem.
RGS4 inh: human RGS4 inhibition | Potency, µM (top dose mostly 114 µM), for the others: at the top dose activity change, negative = inhibition, hits mostly inhibitors | Transcreener GDP fluorescence polarization, RGS4-accelerated GTP hydrolysis | hit rate 0.039% among 390,000 | AID 504845; also: % is scaled to controls: 0 for no effect and ±100 for the full control effect; nearly all actives have a fitted effect of over 75% in size; some results filed as inactive show a strong effect at the top dose
Target sequence (P49798 whole entry, looked up): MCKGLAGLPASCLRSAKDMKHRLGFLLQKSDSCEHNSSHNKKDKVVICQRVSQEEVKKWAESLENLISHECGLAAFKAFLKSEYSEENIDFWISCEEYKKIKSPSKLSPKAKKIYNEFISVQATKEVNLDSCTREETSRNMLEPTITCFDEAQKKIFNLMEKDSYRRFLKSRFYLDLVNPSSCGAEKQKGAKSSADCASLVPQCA
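MLSMR compounds (23 nl, pin-transferred) preincubated 10 min at room temperature with a 500nM (2x) first reagent, then RGS4 at 900nM (2x) plus Transcreener GDP mix added; fluorescence polarization (620/688 nm) read before and after 90 min at 30 °C.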
PGK inhibitor: inhibitors of T. brucei phosphoglycerate kinase; P07378; PGK/GAPDH coupled, Kinase-Glo luminescence, 60 min; Potency, µM (titrated, usually from 57.5 µM), for the others: at the highest dose activity change, negative = inhibition, actives largely listed as inhibitors; hit rate 0.043% among 380,000; AID 602233; also: % is scaled to controls: 0 for no effect and ±100 for the full control effect; nearly all actives have a fitted effect of over 60% in size
Target sequence (P07378 whole entry, looked up): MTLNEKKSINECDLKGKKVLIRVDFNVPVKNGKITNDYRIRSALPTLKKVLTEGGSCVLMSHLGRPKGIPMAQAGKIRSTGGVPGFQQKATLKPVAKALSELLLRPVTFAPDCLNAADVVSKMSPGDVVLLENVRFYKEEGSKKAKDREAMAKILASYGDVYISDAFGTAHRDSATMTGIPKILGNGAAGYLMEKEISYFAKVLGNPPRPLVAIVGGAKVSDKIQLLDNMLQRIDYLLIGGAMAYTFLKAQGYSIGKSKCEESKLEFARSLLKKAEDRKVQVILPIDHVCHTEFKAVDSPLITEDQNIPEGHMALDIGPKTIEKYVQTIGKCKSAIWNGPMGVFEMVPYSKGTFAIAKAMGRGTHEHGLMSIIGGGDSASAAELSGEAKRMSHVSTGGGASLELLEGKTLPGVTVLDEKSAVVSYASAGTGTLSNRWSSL
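Recombinant glycosomal PGK reaction used 1,3-bisphosphoglycerate generated in-well by GAPDH (100nM final) in 100mM TEA pH 7.6, 5mM MgCl2, 0.01% Tween-20. After 60 minutes at room temperature, ATP was read by Kinase-Glo Plus luminescence end-point.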
ERG-DNA inh: ERG Ets/DNA interaction inhibition; P11308; fluorescence polarization, His-ERG Ets domain / labelled DNA; Potency, µM (top dose mostly 76.9 µM), for inactives: at the top dose FP activity, negative = inhibition, hits mostly inhibitors; hit rate 0.028% among 370,000; AID 624246; active = well fitted inhibition curve with a large enough effect in the polarisation, with a control signal flat; inconclusive = small, poorly fitted or top-dose-only effect, or effect the other way, or a change in a side signal; inactive = no such curve, though single readings can be large or run the other way; the % refers to the polarisation;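 also: polarization taken with two DNA probes labelled with fluorescein and Texas red; % of control where 0% means no effect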
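His-tagged ERG Ets domain (1 uM in the protein solution; 300mM KCl, 50mM Tris-HCl, 1mM EDTA, 1mM DTT, pH 7.5) received compound, then a probe mix of 5 nM fluorescein-DNA and 100nM Texas-615-DNA. Fluorescence polarization was read for both dyes.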
Pin1 inhibitor: blocks the human prolyl isomerase Pin1; Pin1 FP peptide displacement, HiFluor488, 10 min; Potency, µM (titrated, usually from 115 µM), for the others: at the highest dose activity, negative = inhibition, hits mostly inhibitors; hit rate 0.009% among 390,000; AID 504891; active = well fitted inhibition curve with a large enough effect in the polarisation, with a control signal flat, not every such curve was filed as active; inconclusive = small, poorly fitted or top-dose-only effect, or effect the other way, or a change in a side signal; inactive = no such curve, though single readings can be large or run the other way; the % refers to the polarisation; also: % is scaled to controls: 0 for no effect and ±100 for the full control effect
Target sequence (Q13526 whole entry, looked up): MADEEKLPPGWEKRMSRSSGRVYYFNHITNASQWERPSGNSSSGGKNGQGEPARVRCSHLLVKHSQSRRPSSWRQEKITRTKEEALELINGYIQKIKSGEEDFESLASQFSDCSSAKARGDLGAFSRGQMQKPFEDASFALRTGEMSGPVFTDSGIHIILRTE
TrxR1 inh: blocks rat thioredoxin reductase 1. recombinant rTrxR1, NADPH fluorescence consumption, selenite substrate. O89049. AID 588453. hit rate 1% among 390,000. Potency, µM (titrated, usually from 114 µM), for inactives: top-dose activity change, negative = inhibition, hits mostly inhibitors; also: % is scaled to controls: 0 for no effect and ±100 for the full control effect; nearly all actives have a fitted effect of over 65% in size
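Rat TrxR1 (90 nM in the dispensed reagent) was pre-reduced with 400 uM NADPH for 5 min at room temperature, then incubated with compound for 15 min. After 400 uM selenite was added, NADPH fluorescence (Ex 340/Em 450 nm) was followed for 8 min.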
JMJD2A Tudor: blocks the human JMJD2A Tudor domain | O75164 | AlphaScreen JMJD2A-Tudor / H3K4me3 peptide binding | Potency, µM (series often up to 114 µM), without a hit: at the highest dose activity change, negative = inhibition, usual class: inhibitors | hit rate 4.4% among 390,000; also: % is scaled to controls: 0 for no effect and ±100 for the full control effect; nearly all actives have a fitted effect of over 50% in size
12-LOX inh: inhibitors of human 12S-lipoxygenase ALOX12; Potency, µM (doses to about 108 µM), inactives show top-dose activity change, negative = inhibition, most hits filed as inhibitors; purified 12hLO, xylenol orange hydroperoxide absorbance; hit rate 1.1% among 580,000; AID 1671190; P18054; also: % is scaled to controls: 0 for no effect and ±100 for the full control effect
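Purified human 12hLO (150 nM final) in 25 mM Hepes, 0.01% Triton X-100, pH 7.0 was preincubated 15 min at room temperature with compound. Then 40 uM arachidonic acid was added, 30 min. Hydroperoxide was read by Fe-XO absorbance ratio 573/405 nm.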
HP1b chromo inh: inhibitors of HP1-beta chromodomain binding to methylated histone tails; P83916; AlphaScreen HP1-beta / biotin-H3K9me3 peptide binding; Potency, µM (doses to about 114 µM), for the others: top-dose activity change, negative = inhibition, usual class: inhibitors; hit rate 0.56% among 390,000; AID 540317; also: nearly all actives have a fitted effect of over 70% in size; inactives centre near 23
Target sequence (P83916 whole entry, looked up): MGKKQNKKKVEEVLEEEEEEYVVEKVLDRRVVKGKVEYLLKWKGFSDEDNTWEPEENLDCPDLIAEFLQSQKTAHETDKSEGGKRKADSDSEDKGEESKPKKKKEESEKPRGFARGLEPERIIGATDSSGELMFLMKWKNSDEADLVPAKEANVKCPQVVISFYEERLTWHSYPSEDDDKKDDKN
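HP1-beta protein (50 nM final) preincubated 30 min at room temperature with biotinylated H3(1-18)K9me3 peptide (50 nM) in PBS pH 7.4, 0.01% Tween-20, then compound added for 30 min. AlphaScreen streptavidin donor/nickel chelate acceptor beads (10 ug/mL final), 30 min dark, luminescence read.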
GLS inhibitor: inhibitors of human glutaminase (GLS); O94925; GLS enzymatic activity, qHTS titration; Potency, µM (titrated, usually from 45.5 µM), for the others: at the highest dose activity change, negative = inhibition, usual class: inhibitors; hit rate 0.21% among 410,000; AID 624170; also: % is scaled to controls: 0 for no effect and ±100 for the full control effect
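Read-out is an Amplex red fluorescence increase coupled through glutamate oxidase and HRP, measured before and after 30 min room-temperature incubation. hKGA is in 45 mM KH2PO4 (pH 8.2) with 0.02% Tween-20; glutamine added as 1mM solution.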
Active calls of the source: *; i = inactive; ? = inconclusive; / = not tested or not shown; [ ] = another dose, or the depositor's remark. Unless noted, calls follow the shape of the dose curve; as a rule, active = well fitted curve in the direction sought with a large enough effect; inconclusive = small, poorly fitted or top-dose-only effect, or another doubt; inactive = no such curve, though single readings can be large; an effect the other way counts as inactive or inconclusive. Potency is read from the fitted curve at half-maximal effect. These rows are one share of the data; the hit share may differ from the screen's.

SMILES	RGS4 inh	PGK inhibitor	ERG-DNA inh	Pin1 inhibitor	TrxR1 inh	JMJD2A Tudor	12-LOX inh	HP1b chromo inh	GLS inhibitor
COc1ccc(-n2c(O)c(C=NCC(c3ccco3)N3CCCC3)c3ccccc3c2=O)cc1OC (centres undefined)	24%	-9%	11%	18%	-4%	-33%	/	12%	0%
CC(C)c1ccc(NC(=O)COc2ccc(C3SCCS3)cc2)cc1	5%	-9%	18%	5%	30%[57.1 µM]	6%	11%	40%	-11%
COc1cc2c(cc1OC)C1=C(C#N)CCC(=NC(=O)c3ccco3)N1CC2	-43%	8%	1%	-1%	8%[57.1 µM]	-4%	-7%	40%[activator]	4%
Cc1cccc(N/N=C/c2ccccc2O)c1	-11%	7%	1%	-5%	-3%	?	40µM*	-11%	?
O=C1/C(=C\c2cccnc2)SC(=S)N1c1ccc(F)cc1	-22%	-1%	19%	-2%	15%	-32%	-25%	18%	1%
NC[C@H](Cc1ccccc1)NCCCCC1CCCCC1	-10%	-7%	-10%	-6%	9%	-22%	-8%	34%	-12%
Cc1cc(NC(=O)Nc2ccc(Cl)cc2)n(C(C)(C)C)n1	0%	-2%	5%	-4%	16%	-10%	-9%	15%	-4%
CC(Oc1cc2oc(=O)c3c(c2cc1Cl)CCC3)C(=O)NC1CC(C)(C)NC(C)(C)C1 (centres undefined)	-1%	10%	1%	3%	1%	-10%	-9%	37%	-4%
Cc1cccc(NC(=O)C2CCN(S(=O)(=O)c3ccc4ccccc4c3)CC2)n1	10%	5%	-5%	6%	-3%	-22%	2%	7%	9%
CCC(=O)Nc1ccc(N2CCCCC2)cc1	16%	/	-2%	2%	23%	-14%	-5%	2%	33%[activator]
CCOC(=O)c1nnn(-c2nonc2N)c1-c1ccc(OCC)cc1	8%	1%	0%	-4%	7%	-7%	154%[activator]	29%	0%
Cc1ccc2nc(-c3cccnc3)cc(C(=O)Nc3ccc(F)cc3C)c2c1	-11%	-8%	7%	5%	21%[57.1 µM]	-1%	0%	24%	-12%
Cc1ccc(NS(=O)(=O)c2cc(NC(=O)C(C)Oc3ccccc3)ccc2C)c(C)c1 (centres undefined)	-12%	-2%	2%	1%	6%	-25%	-1%	26%	-6%
COc1ccc(C2CC(=O)Nc3n[nH]c(-c4ccccc4)c32)cc1OC (centres undefined)	13%	0%	19%	3%	4%[57.1 µM]	0%	2%	13%	7%
CCN(CC)CCOC(=O)c1ccc(NC(=O)c2cccc(C)c2[N+](=O)[O-])cc1	-2%[11.4 µM]	4%	6%	2%	2%	-12%	-8%	23%	9%

Single records, from the list above:
NC[C@H](Cc1ccccc1)NCCCCC1CCCCC1 in the list: RGS4 inh = -10%; PGK inhibitor = -7%; ERG-DNA inh = -10%; Pin1 inhibitor = -6%; TrxR1 inh = 9%; JMJD2A Tudor = -22%; 12-LOX inh = -8%; HP1b chromo inh = 34%; GLS inhibitor = -12%
COc1ccc(C2CC(=O)Nc3n[nH]c(-c4ccccc4)c32)cc1OC (centres undefined) in the list: RGS4 inh = 13%; PGK inhibitor = 0%; ERG-DNA inh = 19%; Pin1 inhibitor = 3%; TrxR1 inh = 4%[57.1 µM]; JMJD2A Tudor = 0%; 12-LOX inh = 2%; HP1b chromo inh = 13%; GLS inhibitor = 7%

Back to the main list, starting 2 compounds before the break.
SMILES	RGS4 inh	PGK inhibitor	ERG-DNA inh	Pin1 inhibitor	TrxR1 inh	JMJD2A Tudor	12-LOX inh	HP1b chromo inh	GLS inhibitor
COc1ccc(C2CC(=O)Nc3n[nH]c(-c4ccccc4)c32)cc1OC (centres undefined)	13%	0%	19%	3%	4%[57.1 µM]	0%	2%	13%	7%
CCN(CC)CCOC(=O)c1ccc(NC(=O)c2cccc(C)c2[N+](=O)[O-])cc1	-2%[11.4 µM]	4%	6%	2%	2%	-12%	-8%	23%	9%
Cc1cccc(C)c1N=C1C(=O)Nc2ccccc21	9%	-1%	-3%	1%	8%	-7%	0%	11%	-2%
COc1ccc(N2CCN(C(=O)CSc3ncnc4c3cnn4-c3ccccc3C)CC2)cc1	-8%	i	0%	-1%	13%	-7%	19%	31%	0%
CC(C)NC(=O)c1ccccc1S(=O)c1ccccc1C#N (centres undefined)	15%	i	1%	-8%	16%[57.1 µM]	-8%	1%	22%	-1%
CCN(C(=O)COC(=O)c1cccc(S(=O)(=O)N(CC)CC)c1)C1CCS(=O)(=O)C1 (centres undefined)	19%	-9%	5%	-8%	12%	-7%	0%	14%	-2%
CC1(C)CC2CC(C)(CN2S(=O)(=O)c2cccc(C(=O)OCC(N)=O)c2)C1 (centres undefined)	-24%	-5%	1%	0%	-7%	-7%	-15%	14%	-5%
COc1ccc(Cl)cc1Nc1nc(NCCO)nc(N2CCCCC2)n1	3%	-5%	/	0%	15%	-13%	-29%	29%	1%
CS(=O)(=O)N(CC(=O)N1CCN(c2cccc(Cl)c2)CC1)c1ccccc1	-12%	/	/	-8%	16%	-19%	3%	25%	-2%
Cc1cc(C)c2c(=O)cc(C(=O)Nc3sc4c(c3C(=O)NCc3ccccc3)CCCC4)oc2c1	3%	i	-4%	-3%	23%	-15%	-4%	13%	-8%
CCOc1ccc(Cn2nnc3c(=O)[nH]c(C4CCN(C(=O)c5ccccc5)CC4)nc32)cc1	6%	14%	1%	4%	11%	?	?	24%	2%
O=C(CSc1nnc(Cc2cc(=O)[nH]c(=O)[nH]2)n1-c1ccc(Cl)cc1)NC1CCCC1	-41%	6%	2%	?	-3%[57.1 µM]	-14%	?	41%[activator]	11%
COc1ccccc1CNC(=O)CCCCn1c(=O)c2ccccc2n(Cc2ccccc2F)c1=O	6%	-7%	2%	-2%	15%	-3%	-12%	20%	16%
Cc1occc1C(=O)NC(C)C12CC3CC(CC(C3)C1)C2 (centres undefined)	-11%	-2%	-7%	2%	19%[57.1 µM]	-15%	-8%	12%	-15%
CN(C)CCCNc1nc(N)c([N+](=O)[O-])c(NC2CCCCC2)n1	-16%	-2%	-14%	1%	-8%	-4%	3%	20%	6%
COC(=O)c1cccc(COC(=O)c2ccc(N(C)C)cc2)c1	6%	2%	-4%	-3%	11%	1%	-25%	69%[activator]	23%
COc1cccc(C2C3=C(N=c4s/c(=C\c5ccc(O)cc5)c(=O)n42)c2ccccc2CC3)c1OC (centres undefined)	19%	-4%	-3%	?	-4%	-24%	-13%	7%	4%
Cc1ccccc1NC(=O)c1ccc(CN2CCc3ccccc3C2)cc1	18%	1%	-2%	-3%	-4%	-16%	0%	26%	11%
COc1ccccc1N1CCN(c2csc3ccccc3c2=O)CC1	-14%	i	7%	0%	9%[57.1 µM]	?	-24%	21%[57 µM]	2%
NC(=S)c1cc2cc(Br)ccc2oc1=O	?	-7%	-1%	-3%	-11%	-14%	-16%	-2%	-10%
COc1cccc(OC)c1OCCCOc1ccc(C)cc1Br	11%	-7%	1%	-3%	-7%	41%[activator]	-9%	121%[activator]	-8%
Cc1cc(/C=C(\C#N)C(N)=O)c(C)n1-c1ccc(N2CCOCC2)c([N+](=O)[O-])c1	-6%	-1%	-16%	-5%	-19%	?	-28%	?	-6%
O=C(CSc1ccc(Cl)cc1)NC1CCCc2ccccc21 (centres undefined)	6%	-4%	2%	-4%	19%	-1%	-19%	33%	10%
CC(C)c1ccc(OCC(=O)NNC(=S)NC(=O)c2ccco2)c(Br)c1	-25%	-9%	2%	-10%	3%	?	?	2%	-3%
Cc1ccc(NC(=O)CSc2nnc3ccc4ccccc4n23)cc1	-47%	i	-2%	49%[activator]	-12%[57.1 µM]	?	-18%	73%[activator]	-3%
COc1ccc(NC(=O)CC2C(=O)N(c3ccc(C)cc3)C(=O)N2Cc2cccnc2)cc1 (centres undefined)	-1%	i	7%	1%	14%	4%	-8%	35%	-20%
O=C(Nc1ccc(N2CCOCC2)cc1)c1ccc(-c2ccccc2[N+](=O)[O-])o1	-50%	i	-1%	0%	-15%	?	-4%	-37%	-11%
O=C1C(Cl)=C(NCCN2CCCCC2)C(=O)c2ccccc21	8%	-7%	-19%	-2%	11µM*	?	/	-25%	3%
Cc1ccc(-c2ccc(=O)n(CCC(=O)NCCc3ccccc3)n2)cc1	-6%	1%	-8%	1%	8%[57.1 µM]	-13%	2%	29%	-10%
O=C(Nc1cc2c(cc1Cl)OCCCO2)c1ccc(F)cc1	-19%	i	-8%	0%	-8%	-10%	-1%	7%	1%
O=C(Oc1cccc([N+](=O)[O-])c1)c1ccc2c(=O)n3c(nc2c1)CCC3	-9%	-7%	-14%	?	-13%	?	0%	-11%	-2%
O=C(c1cccc(F)c1)N1CCc2ccccc21	-11%	4%	/	2%	8%	-4%	7%	24%	-1%
